DNA FID counter: compounds displacing fluorescent DNA intercalator, primary screen, artefact control for HCV NS3 helicase inhibitor project, biochemical, FID fluorescence | DNA fluorescent intercalator displacement | inhibition, % at 7.9 µM | AID 1845, 2009 | hit rate 0.17% among 290,000; in the data active = inhibition above about 37%;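 note: 0% = vehicle and 100% = reference compound; higher means more ethidium bromide displaced from hairpin DNA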
VIM-2 inhibitor: VIM-2 metallo-beta-lactamase inhibitors, primary screen, biochemical, epi-absorbance readout, Pseudomonas aeruginosa enzyme; purified VIM-2, nitrocefin hydrolysis, epi-absorbance fluorescence; inhibition, % at 5.6 µM; hit rate 0.89% among 290,000;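 active = inhibition above the mean of all tested compounds plus 3 SD, cutoff set per screening run, cut at about 7.5% in these data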;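 note: red hydrolysis product quenches plate fluorescence so inhibitors raise well fluorescence; 0% = enzyme with DMSO and 100% = DMSO without enzyme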
MEKK3 PB1 HTS: modulators of MEKK3-MEK5 PB1 binding, primary screen, biochemical, wildtype MEKK3, multiplex bead flow cytometry, Alexa488-MEK5 | bead-based flow cytometry, Alexa488-MEK5 binding to MEKK3; actives lie on both sides; 0 = blocked by unlabeled MEK5, 100 = vehicle | AID 1529, 2009 | hit rate 1.4% among 290,000 | binding response (% of control), % at 10 µM | Mitogen-activated protein kinase kinase kinase 3 (Homo sapiens), Q99759;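 active = binding response more than 3 SD above or below the average of its plate-row segment, actives on both sides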;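 note: Alexa488 bead fluorescence after subtracting the streptavidin-only scavenger bead signal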
pCIP destab: p/CIP-EGFP fusion destabilizers, primary screen, fluorescence, F442A cells. Q05BA5. 16 h. decrease of EGFP signal, % at 10 µM. hit rate 0.01% among 290,000. AID 1984, 2009;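 active = EGFP signal decrease of at least 30% at 10 µM or well 3 SD below plate mean, unless failing retest; inactive = the rest, including hits failing retest or dose response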; note: some compounds called inactive have numbers as strong as hits; many of its hits are not listed in these tables
IDE cell activ: human IDE activators in live cells, primary screen, fluorescence polarization, HEK cells, FAbeta-B substrate; activation, % at 5.96 µM; FAbeta-B cleavage; 0% vehicle, 100% cell-free pure enzyme wells; hit rate 0.073% among 340,000; Insulin-degrading enzyme (Homo sapiens), P14735;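 active = activation above the mean of all tested compounds plus 3 SD, set per screening campaign, cut at about 17% in these data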
Target sequence (P14735 whole entry, looked up): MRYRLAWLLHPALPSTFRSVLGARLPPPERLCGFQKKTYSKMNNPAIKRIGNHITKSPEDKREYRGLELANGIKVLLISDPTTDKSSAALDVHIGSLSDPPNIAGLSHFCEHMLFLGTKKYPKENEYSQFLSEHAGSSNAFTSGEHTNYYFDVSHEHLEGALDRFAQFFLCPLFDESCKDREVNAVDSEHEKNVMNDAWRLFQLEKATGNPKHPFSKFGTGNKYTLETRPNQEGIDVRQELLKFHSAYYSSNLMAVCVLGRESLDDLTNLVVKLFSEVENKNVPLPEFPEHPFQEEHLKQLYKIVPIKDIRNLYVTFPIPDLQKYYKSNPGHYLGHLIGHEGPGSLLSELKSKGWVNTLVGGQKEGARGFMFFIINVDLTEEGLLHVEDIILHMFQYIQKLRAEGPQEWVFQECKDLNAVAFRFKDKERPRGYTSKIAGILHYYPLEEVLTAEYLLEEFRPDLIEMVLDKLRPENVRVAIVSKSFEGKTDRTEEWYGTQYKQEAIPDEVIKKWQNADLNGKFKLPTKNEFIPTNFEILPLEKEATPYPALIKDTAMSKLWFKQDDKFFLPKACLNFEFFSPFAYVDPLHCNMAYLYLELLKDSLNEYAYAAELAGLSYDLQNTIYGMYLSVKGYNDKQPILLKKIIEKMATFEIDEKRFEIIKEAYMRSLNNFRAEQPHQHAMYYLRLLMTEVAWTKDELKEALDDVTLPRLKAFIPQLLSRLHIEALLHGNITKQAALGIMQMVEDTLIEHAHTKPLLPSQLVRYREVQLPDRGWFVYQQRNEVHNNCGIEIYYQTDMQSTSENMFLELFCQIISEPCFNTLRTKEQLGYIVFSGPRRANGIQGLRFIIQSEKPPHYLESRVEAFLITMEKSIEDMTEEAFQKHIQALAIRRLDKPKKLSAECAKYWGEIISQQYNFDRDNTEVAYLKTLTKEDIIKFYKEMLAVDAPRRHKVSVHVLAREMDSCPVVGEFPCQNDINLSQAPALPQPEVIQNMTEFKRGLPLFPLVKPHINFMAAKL
PHOSPHO1 inh: PubChem AID 1565. Phosphoethanolamine/phosphocholine phosphatase (Homo sapiens), Q8TCT1. recombinant PHOSPHO1, absorbance phosphatase assay. inhibition, % at 13.3 µM. hit rate 1.1% among 290,000; in the data active = inhibition above about 60%
IMP-1 inh: IMP-1 metallo-beta-lactamase inhibitors, primary screen, biochemical, epi-absorbance readout, Pseudomonas aeruginosa enzyme | metallo-beta-lactamase IMP-1 (Pseudomonas aeruginosa) | purified IMP-1, nitrocefin hydrolysis, epi-absorbance fluorescence | inhibition, % at 5.6 µM | hit rate 0.45% among 290,000;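 active = inhibition above the mean plus 3 SD of all compounds in the same screening run, cut at about 4.5% in these data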;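 note: 0% = IMP-1 with DMSO and 100% = DMSO wells lacking enzyme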
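Test system: recombinant IMP-1 enzyme, purified / Medium: HEPES buffer pH 7.1 with ZnSO4 and Brij 35 / Doses: single dose, 5.6 µM / Times: 25 °C, 15 min preincubation, 25 min reaction / Detection: Epi-absorbance via hydrolysed-nitrocefin quenching of white-plate fluorescence, 480/530 nm, EDTA stop / Evaluation: percent inhibition from optical density relative to buffer-blank wells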
UBC9 SUMO inh: inhibitors of in vitro SUMOylation cascade, primary screen, biochemical, HTRF, uHTS | SUMO-conjugating enzyme UBC9 (Homo sapiens), P63279 | HTRF SUMOylation assay, SAE1/SAE2 + UBC9 | inhibition, % at 35 µM | hit rate 0.36% among 290,000 | AID 2006, 2009; in the data active = inhibition above about 50%, passing the limit was not always enough; note: strong numbers were not always called active
HCV NS3 hel inh: inhibitors of HCV NS3 helicase, primary screen, biochemical, Cy5 molecular beacon fluorescence; Hepatitis C virus NS3 helicase; NS3 helicase DNA unwinding; inhibition, % at 10.9 µM; hit rate 0.56% among 290,000; AID 1800, 2009;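 active = inhibition above the mean of all tested compounds plus 3 SD, set per campaign, cut at about 35% in these data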;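 note: 0% = DMSO wells and 100% = thioflavine S control wells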
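Assay system – hepatitis C virus NS3 helicase domain fragment enzyme · Buffer or medium – MOPS pH 6.5, MgCl2, DTT, Tween20, BSA · Reagent – Cy5/quencher beacon DNA duplex and ATP to start · Compound – single 10.9 µM dose · Timing – 1 h at 25 °C · Technique – Cy5 beacon fluorescence read at start and 1 h · Measure – % inhibition of unwinding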
* hit, by the source's call; [ ] = another dose, or the depositor's remark. Only part of the results is shown; count on the stated rates, not on these rows.

What do the screens show for `CC1(C)CC(=O)C(C=NC(CCC(N)=O)C(=O)O)=C(O)C1` (stereo not given)?
DNA FID counter: -4; VIM-2 inhibitor: -1.3; MEKK3 PB1 HTS: 103; pCIP destab: -5; IDE cell activ: -4; PHOSPHO1 inh: 6; IMP-1 inh: -5.0; UBC9 SUMO inh: 16; HCV NS3 hel inh: 8

How did CCOc1ccc(CCNC(=O)C2CCN(c3nnc(-n4cccc4)s3)CC2)cc1 do in these assays?
DNA FID counter: -11; VIM-2 inhibitor: 1.0; MEKK3 PB1 HTS: 102; pCIP destab: -9; IDE cell activ: 1; PHOSPHO1 inh: 0; IMP-1 inh: -2.2; UBC9 SUMO inh: 5; HCV NS3 hel inh: -2

Results for CC(=O)NC1(c2nnnn2CCOC(=O)Nc2ccc(Cl)cc2)CCCC1 ?
DNA FID counter: -9; VIM-2 inhibitor: -3.1; MEKK3 PB1 HTS: 105; pCIP destab: -10; IDE cell activ: 2; PHOSPHO1 inh: -1; IMP-1 inh: -1.9; UBC9 SUMO inh: 14; HCV NS3 hel inh: -8

Results for CN1CCN(c2ncc(CN3C(=O)c4ccccc4C3=O)s2)CC1 ?
DNA FID counter: -3; VIM-2 inhibitor: 0.3; MEKK3 PB1 HTS: 113; pCIP destab: -3; IDE cell activ: -5; PHOSPHO1 inh: 41; IMP-1 inh: -1.8; UBC9 SUMO inh: -5; HCV NS3 hel inh: -15

How did Cc1cc(C)c2c(CN3CCN(Cc4ccccc4)CC3)cc(=O)oc2c1 do in these assays?
DNA FID counter: 10; VIM-2 inhibitor: -0.2; MEKK3 PB1 HTS: 109; pCIP destab: -4; IDE cell activ: 1; PHOSPHO1 inh: 26; IMP-1 inh: -4.7; UBC9 SUMO inh: 5; HCV NS3 hel inh: -24

How did O=S(=O)(c1ccc(NC(=S)NC2CC2)cc1)N1CCOCC1 do in these assays?
DNA FID counter: -1; VIM-2 inhibitor: -1.0; MEKK3 PB1 HTS: 100; pCIP destab: -7; IDE cell activ: 2; PHOSPHO1 inh: 14; IMP-1 inh: -1.3; UBC9 SUMO inh: 12; HCV NS3 hel inh: 3

What do the screens show for `O=C(Cn1c(=O)n(Cc2ccco2)c(=O)c2cc(Cl)ccc21)NCC1CCCO1` (stereo not given)?
DNA FID counter: -6; VIM-2 inhibitor: -1.9; MEKK3 PB1 HTS: 100; pCIP destab: -6; IDE cell activ: 2; PHOSPHO1 inh: -18; IMP-1 inh: -3.2; UBC9 SUMO inh: -4; HCV NS3 hel inh: 3

Results for Cc1cc(C)cc(NC(=O)c2ccc(NC(=O)c3ccco3)cc2)c1 ?
DNA FID counter: -21; VIM-2 inhibitor: -1.9; MEKK3 PB1 HTS: 99; pCIP destab: 2; IDE cell activ: -7; PHOSPHO1 inh: 18; IMP-1 inh: -2.1; UBC9 SUMO inh: 4; HCV NS3 hel inh: -1

What do the screens show for `O=c1c2c3nc4ccccc4nc3n(/N=C/c3ccccn3)c2ncn1-c1ccccc1`?
DNA FID counter: -3; VIM-2 inhibitor: -0.4; MEKK3 PB1 HTS: 95; pCIP destab: 2; IDE cell activ: 2; PHOSPHO1 inh: -1; IMP-1 inh: 0.7; UBC9 SUMO inh: -5; HCV NS3 hel inh: -11

Results for O=C(Nc1ccc(-c2nc3ccccc3o2)c(O)c1)c1cc(-n2cnnc2)ccc1Cl ?
DNA FID counter: -9; VIM-2 inhibitor: -3.9; MEKK3 PB1 HTS: 94; pCIP destab: 9; IDE cell activ: 0; PHOSPHO1 inh: 5; IMP-1 inh: -2.0; UBC9 SUMO inh: 9; HCV NS3 hel inh: 13

Results for CCOc1ccc(CCNC(=O)COC(=O)c2nc3nc(C)cc(C)n3n2)cc1OCC ?
DNA FID counter: -17; VIM-2 inhibitor: -1.9; MEKK3 PB1 HTS: 98; pCIP destab: 0; IDE cell activ: 3; PHOSPHO1 inh: 8; IMP-1 inh: -3.0; UBC9 SUMO inh: 1; HCV NS3 hel inh: 10

How did CC(C)(C#N)C(C)(C)c1nn[nH]n1 do in these assays?
DNA FID counter: 4; VIM-2 inhibitor: -3.9; MEKK3 PB1 HTS: 98; pCIP destab: -4; IDE cell activ: 1; PHOSPHO1 inh: 1; IMP-1 inh: -3.3; UBC9 SUMO inh: 7; HCV NS3 hel inh: -6

How did CCCC(c1nnnn1C(C)(C)C)N1CCN(c2ccccc2)CC1 (stereo not given) do in these assays?
DNA FID counter: -15; VIM-2 inhibitor: -0.2; MEKK3 PB1 HTS: 102; pCIP destab: -22; IDE cell activ: 2; PHOSPHO1 inh: 41; IMP-1 inh: -3.8; UBC9 SUMO inh: 1; HCV NS3 hel inh: 0

What do the screens show for `CCOc1ccc(CCNC(=O)CS(=O)Cc2nc(-c3ccc(C)cc3)oc2C)cc1` (stereo not given)?
DNA FID counter: -43; VIM-2 inhibitor: -1.1; MEKK3 PB1 HTS: 104; pCIP destab: -14; IDE cell activ: -2; PHOSPHO1 inh: 21; IMP-1 inh: -3.8; UBC9 SUMO inh: 14; HCV NS3 hel inh: -2

How did N#CC1=C(N)Oc2cc(N)ccc2C1C1CCCCC1 (stereo not given) do in these assays?
DNA FID counter: -14; VIM-2 inhibitor: -0.1; MEKK3 PB1 HTS: 95; pCIP destab: 8; IDE cell activ: 4; PHOSPHO1 inh: 2; IMP-1 inh: 1.9; UBC9 SUMO inh: -23; HCV NS3 hel inh: 26

What do the screens show for `CCOC(=O)C(C)n1nc(-c2ccccc2)c2ccccc2c1=O` (stereo not given)?
DNA FID counter: -26; VIM-2 inhibitor: 1.4; MEKK3 PB1 HTS: 79; pCIP destab: -10; IDE cell activ: 3; PHOSPHO1 inh: 28; IMP-1 inh: -1.3; UBC9 SUMO inh: 16; HCV NS3 hel inh: -4

Results for O=C(NC1CC1)c1ccc2c(c1)N(Cc1ccccc1)CCS2 ?
DNA FID counter: -22; VIM-2 inhibitor: -0.7; MEKK3 PB1 HTS: 104; pCIP destab: -20; IDE cell activ: 4; PHOSPHO1 inh: 38; IMP-1 inh: -0.1; UBC9 SUMO inh: 31; HCV NS3 hel inh: -3

How did O=C(Nc1cc(C(F)(F)F)ccc1-n1cncn1)c1ccc(Cl)cc1 do in these assays?
DNA FID counter: -2; VIM-2 inhibitor: -1.0; MEKK3 PB1 HTS: 105; pCIP destab: 4; IDE cell activ: 3; PHOSPHO1 inh: -56; IMP-1 inh: -1.4; UBC9 SUMO inh: 18; HCV NS3 hel inh: -6

How did Cc1ccc(NC(=O)CCN2CCC(C)CC2)cc1 do in these assays?
DNA FID counter: 5; VIM-2 inhibitor: -1.1; MEKK3 PB1 HTS: 106; pCIP destab: 0; IDE cell activ: -2; PHOSPHO1 inh: 19; IMP-1 inh: 0.9; UBC9 SUMO inh: -7; HCV NS3 hel inh: -3

What do the screens show for `N#CC1=C(N)n2c(s/c(=C\c3cccs3)c2=O)=C(C#N)C1c1cccs1` (stereo not given)?
DNA FID counter: -15; VIM-2 inhibitor: 2.3; MEKK3 PB1 HTS: 98; pCIP destab: -118; IDE cell activ: -6; PHOSPHO1 inh: -6; IMP-1 inh: -2.8; UBC9 SUMO inh: 38; HCV NS3 hel inh: 32

Results for Nc1nc(CCl)nc(N(c2ccccc2)c2ccccc2)n1 ?
DNA FID counter: -7; VIM-2 inhibitor: -1.0; MEKK3 PB1 HTS: 75; pCIP destab: -2; PHOSPHO1 inh: 29; IMP-1 inh: -0.7; UBC9 SUMO inh: -11; HCV NS3 hel inh: -10

Results for CCn1c(SCC(=O)N2CCOCC2)nc(O)cc1=O ?
DNA FID counter: -16; VIM-2 inhibitor: -2.5; MEKK3 PB1 HTS: 96; pCIP destab: -3; IDE cell activ: 3; PHOSPHO1 inh: -5; IMP-1 inh: -4.7; UBC9 SUMO inh: -3; HCV NS3 hel inh: 6

How did C=CCn1c(SCC(=O)NC2CCCCC2)nnc1-c1sc(N)nc1C do in these assays?
DNA FID counter: -8; VIM-2 inhibitor: -2.1; MEKK3 PB1 HTS: 3.0*[inhibitor]; pCIP destab: 3; IDE cell activ: 6; PHOSPHO1 inh: -7; IMP-1 inh: -1.3; UBC9 SUMO inh: -2; HCV NS3 hel inh: -2

How did Cc1ccc(N/N=C(\C#N)C(=N)N2CCCCC2)cc1 do in these assays?
DNA FID counter: 2; VIM-2 inhibitor: 0.1; MEKK3 PB1 HTS: 94; pCIP destab: -11; IDE cell activ: 1; PHOSPHO1 inh: 16; IMP-1 inh: -2.6; UBC9 SUMO inh: 7; HCV NS3 hel inh: -8

Results for C(=N\N1CCN(c2ccccn2)CC1)/c1ccccn1 ?
DNA FID counter: -9; VIM-2 inhibitor: -2.2; MEKK3 PB1 HTS: 106; pCIP destab: -8; IDE cell activ: 10; PHOSPHO1 inh: 34; IMP-1 inh: -1.7; UBC9 SUMO inh: 5; HCV NS3 hel inh: 5

How did S=C(Nc1cccc(Cl)c1)N1CCN(Cc2ccccc2)CC1 do in these assays?
DNA FID counter: -4; VIM-2 inhibitor: -5.9; MEKK3 PB1 HTS: 112; pCIP destab: -7; IDE cell activ: 0; PHOSPHO1 inh: 0; IMP-1 inh: -4.0; UBC9 SUMO inh: -4; HCV NS3 hel inh: -11

How did COc1cc(N/C(N)=N/c2nc(C)cc(C)n2)cc(OC)c1 do in these assays?
DNA FID counter: -3; VIM-2 inhibitor: -0.6; MEKK3 PB1 HTS: 111; pCIP destab: 8; IDE cell activ: -1; PHOSPHO1 inh: 36; IMP-1 inh: -3.1; UBC9 SUMO inh: -2; HCV NS3 hel inh: -9

Results for Cc1ccc(-c2ccc(/C=N/NC(=O)c3ccccc3O)o2)cc1 ?
DNA FID counter: -5; VIM-2 inhibitor: -1.4; MEKK3 PB1 HTS: 72; pCIP destab: -2; PHOSPHO1 inh: 37; IMP-1 inh: 0.3; UBC9 SUMO inh: 22; HCV NS3 hel inh: 10

How did Cc1ccc2nc(CCc3ccc(N)cc3)[nH]c2c1 do in these assays?
DNA FID counter: 12; VIM-2 inhibitor: -2.4; MEKK3 PB1 HTS: 109; pCIP destab: -11; IDE cell activ: 1; PHOSPHO1 inh: -6; IMP-1 inh: -5.3; UBC9 SUMO inh: -11; HCV NS3 hel inh: -9

Screens (PubChem BioAssay)
